# High-throughput results deposited in PubChem BioAssay by several laboratories.
# ABHD5 PLIN5 PPI: ABHD5-PLIN5 protein interaction inhibition | inhibition, % at 4 µM | Split G. princeps luciferase complementation, luminescence, 4 h | actives 0.78% (n = 360,000) | AID 602281;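 active = inhibition above the mean inhibition across every tested compound plus 3 SD, cut at about 22% in these data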;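 note: 0% = DMSO only wells and the 100% control is not disclosed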
# Glyco luc inh: blocks N-linked glycosylation in D54 reporter cells; D54 ERlucT glycosylation luciferase reporter, 24 h; percent of 100 nM tunicamycin response; reporter increase, % at 12.5 µM; actives 0.23% (n = 360,000); AID 588692;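 active = mean luciferase reporter signal, scaled so untreated is 0 and the glycosylation-blocking control 100, at or above a set limit in every replicate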;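 note: luciferase carries N-glycosylation sites so blocking glycosylation raises the light; 0% = median of neutral control wells and 100% = median of 100 nM tunicamycin wells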
# TLR9-MyD88 inh: inhibitors of human TLR9-MyD88 binding; CHO BLA complementation TLR9-MyD88, CCF4 FRET ratio; inhibition, % at 4.98 µM; actives 0.21% (n = 340,000);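 active = inhibition above the mean over all tested compounds plus 3 SD, cut at about 21% in these data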;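 note: 0% = DMSO only wells and 100% = clavulanate BLA inhibitor control wells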
# Cardio protect: myocardial damage modulation in H9c2 cells; H9c2 cardiomyocytes, H2O2 injury protection, ATPLite, 2 h; protection from H2O2 cell death, % at 20 µM; actives 0.63% (n = 360,000);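 active = compounds giving at least 50% protection of heart cells from peroxide-induced death in the single-dose screen, raw or plate-pattern-corrected value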;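 note: 0% = DMSO wells with peroxide and 100% = DMSO wells without peroxide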
# ABCB6 inh MLPCN: inhibitors of human ABC transporter ABCB6; Q9NP58; K562-ABCB6 porphyrin accumulation, flow cytometry, 1 h; active compounds read low; fluorescence ratio to DMSO, % at 10 µM; actives 0.19% (n = 360,000); AID 602162;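 active = fluorescence ratio to DMSO below 75%, the collection mean minus 3 SD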;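 note: signal is porphyrin accumulated inside mitochondria; 100% equals median channel fluorescence of DMSO control wells; lower ratio means ABCB6 inhibition with less porphyrin fluorescence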
# SRC2 inh: human SRC2 (NCOA2) inhibition; Q15596; HEK293 GAL4-SRC2 luciferase reporter, luminescence; inhibition, % at 9 µM; actives 0.17% (n = 370,000); AID 651957;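 active = inhibition above the mean inhibition of all tested compounds plus 3 SD, set per campaign, cut at about 52% in these data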;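 note: 0% = DMSO treated cells and 100% = cells given Gossypol at 36 µM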
# NOD2 RIPK2 PPI: blocks binding of human NOD2 to RIPK2; O43353; CHO BLA complementation NOD2-RIPK2, CCF4 ratio; inhibition, % at 4.98 µM; actives 0.38% (n = 360,000); AID 624267; in the data active = inhibition above about 21%;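 note: 0% = vehicle only and 100% = reference blocker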
# Target sequence (O43353 whole entry, looked up): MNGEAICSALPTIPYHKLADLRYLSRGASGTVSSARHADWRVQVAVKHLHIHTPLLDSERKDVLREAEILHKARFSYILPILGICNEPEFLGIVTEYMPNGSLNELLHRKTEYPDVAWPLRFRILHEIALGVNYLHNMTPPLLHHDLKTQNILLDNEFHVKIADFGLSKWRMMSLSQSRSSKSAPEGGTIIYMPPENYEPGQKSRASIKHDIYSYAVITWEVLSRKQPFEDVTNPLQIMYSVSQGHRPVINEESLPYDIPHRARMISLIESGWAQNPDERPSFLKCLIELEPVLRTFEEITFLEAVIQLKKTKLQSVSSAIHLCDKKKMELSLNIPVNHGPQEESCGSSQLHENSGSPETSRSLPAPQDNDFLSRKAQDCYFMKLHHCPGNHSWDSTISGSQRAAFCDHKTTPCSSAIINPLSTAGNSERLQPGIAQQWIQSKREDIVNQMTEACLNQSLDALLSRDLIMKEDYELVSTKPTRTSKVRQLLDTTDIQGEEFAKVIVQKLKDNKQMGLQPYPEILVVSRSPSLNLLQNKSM
# HTR2A ag: activates the mouse 5-HT2A serotonin receptor; actives 0.66% (n = 360,000); CHO-K1 mHTR2A beta-arrestin complementation, luminescence; percent of 30 µM serotonin response; AID 624169; activation, % at 7.6 µM;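 active = activation above a run cutoff, the mean activation of all tested compounds plus 3 SD, cut at about 14% in these data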;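 note: 0% = plate median of compound wells and 100% = 30 µM serotonin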
# MC4R barr agon: activates human MC4R beta-arrestin recruitment. actives 0.98% (n = 360,000). U2OS MC4R beta-arrestin complementation, luminescence; percent of melanotan II response, DMSO zero. activation, % at 8.9 µM. AID 540308. P32245;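 active = activation above a per-plate cutoff, the mean activation of sample wells on that plate plus 3 SD, cut at about 8% in these data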
# Target sequence (P32245 whole entry, looked up): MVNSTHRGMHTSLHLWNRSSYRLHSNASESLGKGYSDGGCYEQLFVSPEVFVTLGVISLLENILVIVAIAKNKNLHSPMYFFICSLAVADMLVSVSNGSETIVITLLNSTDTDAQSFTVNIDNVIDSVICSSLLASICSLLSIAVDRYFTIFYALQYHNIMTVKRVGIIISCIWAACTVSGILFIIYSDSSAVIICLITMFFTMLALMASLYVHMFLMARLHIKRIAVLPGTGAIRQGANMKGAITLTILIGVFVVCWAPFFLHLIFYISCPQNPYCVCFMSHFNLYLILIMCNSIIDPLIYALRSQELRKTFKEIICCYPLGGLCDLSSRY
# MC4R antagonist: blocks human MC4R cAMP signaling | P32245 | MC4R-expressing cells, MTII-stimulated cAMP, LANCE TR-FRET | inhibition, % at 6.5 µM | actives 0.48% (n = 360,000);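 active = inhibition above its plate's cutoff, the mean of tested wells on that plate plus 3 SD, cut at about 29% in these data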;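 note: 0% = Melanotan II alone and 100% = Melanotan II plus saturating MCL0020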
#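 System – human MC4R-expressing U2OS cells · Also added – Melanotan II · Dosing – one concentration, 6.5 µM nominal · Timing – 30-min compound, 1-h challenge, 1-h detection, room temperature · Measured by – Eu-cAMP/anti-cAMP TR-FRET, emission 671 nm · Replicates – singlicate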
# Active calls of the source: *; . = not tested or not shown; & = joins results of further samples.
SMILES	ABCB6 inh MLPCN	HTR2A ag	Cardio protect	NOD2 RIPK2 PPI	MC4R barr agon	ABHD5 PLIN5 PPI	TLR9-MyD88 inh	Glyco luc inh	SRC2 inh	MC4R antagonist
CN(C(=O)COn1nnc2ccc(S(=O)(=O)N3CCOCC3)cc21)c1ccccc1	94	-6	6	-2	2.5	5	-1	0	6	10
CC(C)(C)SCCNS(=O)(=O)c1ccc2ccccc2c1	105	-1	-8	8	2.7	-10	3	-2	-6	6
C=CCC[C@@H](Cc1ccc(F)cc1)C(=O)OC[C@@H](NC(=O)[C@H](CC=C)CC(=O)N(CCO)Cc1ccccc1)c1ccccc1	99	4	9	-3	3.7	-11	-3	-5	2	9
Cc1ccc(OCCNS(=O)(=O)c2ccc(Cl)cc2)cc1	94	-9	-9	-4	2.8	-4	-3	3	19	12
Cn1nc(C(=O)NCc2ccccc2)c2ccccc2c1=O	99	0	4	7	-1.1	-1	0	2	-23	7
COc1ccc(NC(=S)NN2CCOCC2)cc1OC	102	-2	2	-7	-1.5	-4	-9	0	-6	4
Cc1ccc2nc(SCC(=O)Nc3ncccn3)[nH]c2c1	98	-1	6	1	-1.9	-5	-1	0	22	16
COC(=O)c1sc(NC(=O)COc2cccnc2[N+](=O)[O-])c(C(=O)OC)c1C	96	7	12	-10	0.7	-7	-12	2	12	-3
COc1ccc(S(=O)(=O)NCc2ccc(C(=O)O)cc2)cc1	109	3	0	10	-0.3	-4	8	2	17	10
CC(OC(=O)c1ccc(S(C)(=O)=O)c([N+](=O)[O-])c1)C(=O)NC1C2CC3CC(C2)CC1C3 (configuration not stated)	96	-5	-44	25*	-1.9	23*	.	-13	-48	29*
COc1ccc(C(=O)NCCn2nc(C)cc2C)cc1OC1CCN(C(C)=O)CC1	98	-4	1	4	-2.6	-6	-4	.	-8	4
CCCCC[C@H]1CCCCC[C@@H](O)C[C@H](O)[C@H](O)/C=C/C(=O)O1	95	0	.	-1	.	1	.	.	10	.
CCCNS(=O)(=O)c1ccc(OCC(=O)Nc2ccc3c(c2)OCCO3)cc1	100	0	-1	-1	-0.3	-5	-7	-4	11	12
Cc1ccc(C2=Nc3ccccc3N=C(c3ccc([N+](=O)[O-])cc3)C2)c(O)c1	101	-3	-8	-11	-0.7	-1	8	0	-32	11
COc1ccccc1Cn1c(SCC(N)=O)nc2c(oc3ccccc32)c1=O	91	4	9	-6	1.8	11	0	2	0	0
CCC1CCCCN1C(=S)NCc1ccccc1 (configuration not stated)	104	5	-1	2	1.7	2	7	0	-29	14
CN1C(=O)Cc2cc(S(=O)(=O)NCCc3ccccc3)ccc21	104	3	-5	-2	0.0	-3	-14	0	-6	27
CCn1c(SCC(=O)OC)nnc1-c1ccc(C)cc1	96	2	-1	-3	-2.2	0	-3	3	12	14
CCCn1c(CN(Cc2ccccc2)Cc2ccccc2)nc2c1c(=O)n(C)c(=O)n2C	97	3	3	-9	1.6	2	6	-3	.	19
CC[C@H](C)NC(=O)c1ccc(Cn2c(=S)[nH]c3c([nH]c4ccc(OC)cc43)c2=O)cc1	101	3	5	-1	-1.7	-2	4	3	-11	6
O=c1[nH]c(=O)n(C2CCCO2)cc1F (configuration not stated)	101	-2	-14	-13	-0.3	-6	10	4	1	19
CC(Cc1ccccc1)NC(=O)c1cc2ccccc2o1 (configuration not stated)	102	-11	-2	-13	-1.1	1	4	3	-74	11
CC(CCc1ccccc1)NC(=O)CN1CCSc2ccccc21 (configuration not stated)	95	-5	-8	4	-1.4	4	-2	-2	-5	31*
Cc1cccc(NC(=O)c2cccc(NC(=O)c3ccco3)c2)c1	99	7	5	-6	0.9	0	1	2	-9	1
O=C(O)CNC(=O)/C(=C\c1ccco1)NC(=O)c1ccco1	100	2	-7	-13	-1.1	4	-8	1	-6	11
O=C(O)c1ccc(C(=O)c2ccc3c(c2)C(=O)N(CC2CCCO2)C3=O)cc1 (configuration not stated)	95	8	0	-2	-0.6	1	2	2	19	5
O=C(CSc1ccc2ccccc2c1Br)Nc1cccc(S(=O)(=O)NC2=NCCCCC2)c1	67*	-3	-11	7	-0.8	-9	-12	-1	15	1
Cc1cccc(/C=N/NC(=O)CC(=O)NCCc2ccccc2)c1	96	3	-5	-3	-1.9	2	0	-1	-6	8
Cc1cccc(C)c1NC(=S)N(CCc1ccncc1)C(C)C	103	2	-3	2	0.9	-3	3	1	7	5
O=C(CCCCn1c(=O)c2ccccc2n(Cc2ccc(Cl)cc2)c1=O)NCc1ccco1	86	2	1	4	12*	5	3	1	7	-4
Cc1ccc(-n2nc3c(=O)n(CCCC(=O)NCc4ccc(F)cc4)nc(C)c3c2C)cc1	100	-4	0	0	0.3	-5	-2	1	14	19
O=C(NCCc1ccccc1)c1ccc(Cl)cc1[N+](=O)[O-]	99	-5	2	-7	-1.9	-8	-4	0	-40	18
CCN1CCN(Cc2ccc(NC(=O)c3cc(NC(=O)c4cc(-c5ccc(OC)cc5)n[nH]4)cc(OC)c3)cc2C(F)(F)F)CC1	98	-3	-2	5	-0.3	17	-3	-7	-30	-1
COc1nc(NC(C)(C)C)nc(Oc2ccc(=O)n(C)n2)n1	99	2	-1	-7	-2.0	-7	-6	3	-34	2
COc1ccc(NC(=O)CSc2nnc3ccc(-c4ccncc4)nn23)cc1	102	-6	8	-1	-1.9	-13	3	-3	18	6
Cc1ccc(CSCC2Nc3ccc(C(=O)N4CCN(c5ccc(F)cc5)CC4)cc3NC2=O)cc1 (configuration not stated)	117	-5	11	-3	-2.4	-12	6	0	.	2
O=C(O)C1CCN(C(=O)CSc2nc3cc(Cl)ccc3c(=O)n2Cc2ccccc2)CC1	105	4	-2	-2	-0.3	11	-9	2	11	4
O=S(=O)(Nc1cc(S(=O)(=O)N2CCCC2)ccc1O)c1ccc(Cl)s1	89	-5	5	-10	-1.9	-12	-5	2	-20	8
O=C(CSc1ccc2nnc(-c3cccnc3)n2n1)Nc1ccc(F)cc1F	101	-4	3	-18	0.2	11	10	2	-6	10
Cc1ccc2nc(-c3ccccn3)cc(C(=O)Nc3ccc4c(c3)OCO4)c2c1	105	-16	14	-14	8.6*	5	0	-2	11	12
CCCCNCc1ccc(SC)cc1	97	-1	6	2	-0.8	3	8	-3	-8	5
Cc1ccccc1NC(=S)N1CCC(NC(=O)c2ccco2)CC1	100	2	1	-7	-2.0	-2	-10	-2	-2	-4
Cc1ccc2cccc(NC(=S)NC(=O)c3ccnn3C)c2n1	98	-3	42	8	-0.7	3	5	1	5	11
COc1cc(NC(=O)CSc2nnnn2-c2ccccc2)cc(OC)c1OC	99	6	-3	2	-0.6	-2	-2	-1	-2	10
COc1cc2c(=O)n(CCC(=O)NCC3CCCO3)c(=O)n(CC(=O)c3ccc(Cl)cc3)c2cc1OC (configuration not stated)	107	-1	7	0	-0.5	2	8	0	-25	7
C=CCNC(=O)/C(C#N)=C\c1cc(Cl)c(OCC)c(OC)c1	98	2	9	7	-1.7	1	-1	3	18	1
O=C(NP(=O)(N1CCCC1)N1CCCC1)C1=C(N2CCOCC2)/C(=C/c2cccc([N+](=O)[O-])c2)CC1	93	3	-2	-15	-0.7	3	-8	-3	-7	3
COc1ccc(CCNC(=O)c2ccc3c(c2)N(Cc2ccc(F)cc2)CCS3)c(OC)c1	100	-9	-2	-4	-2.7	-3	-6	-5	6	4
Cc1ccc(NC(=O)N2CCCC2C(=O)NCC2CCCO2)cc1 (configuration not stated)	98	0	2	2	-1.7	-1	7	1	-4	19
CCOC(=O)Cc1cc(=O)[nH]c(/N=C(\N)Nc2ccc(OC)cc2)n1	95	-5	-2	-7	-1.5	0	5	0	-23	5
O=C(Nc1ccc2[nH]c3c(c2c1)CCCC3)c1ccco1	95	-5	23	-28	-0.3	2	2	6	-34	-5
C/C(=N\NC(=O)c1nnn(-c2nonc2N)c1CSc1ccccc1)c1cccnc1	96	-2	12	-9	-2.0	4	-8	1	-19	2
O=C(NCC1CCCCC1)c1cccnc1	91	4	-1	-6	0.6	2	2	2	-18	-1
CCOC(=O)C(Cc1ccnnc1)=NO	106	2	-1	-2	-1.4	-7	-14	0	28	9
COc1cccc(N2CC(C(=O)Nc3nnc(SCC(=O)Nc4ccc(NC(C)=O)cc4)s3)CC2=O)c1 (configuration not stated)	96	0	2	-7	-3.6	-6	1	4	-2	6
CCCC(CCC)C(=O)O	94&98	1&4	11&5	1&-1	-1.4&-2.0	-1&3	3&12	3&2	13&-7	2&-4

# Continued:
SMILES	ABCB6 inh MLPCN	HTR2A ag	Cardio protect	NOD2 RIPK2 PPI	MC4R barr agon	ABHD5 PLIN5 PPI	TLR9-MyD88 inh	Glyco luc inh	SRC2 inh	MC4R antagonist
Cc1nc(C(=O)N2CCc3c([nH]c4ccccc34)C2c2ccccn2)cs1 (configuration not stated)	98	-8	-4	0	-2.8	5	2	-1	-21	-4
COc1ncccc1C(=O)Nc1c(-c2ccccc2)[nH][nH]c1=O	.	-2	.	-8	.	-27	.	.	-11	.
Cc1ccc(NC(=O)Cn2ccsc2=N)c([N+](=O)[O-])c1	103	0	4	1	-1.1	1	-4	0	-19	13
Cc1ccc(NC(=S)Nc2ccc3cn[nH]c3c2)cc1C	103	3	0	-3	-2.4	-16	-5	1	5	5
COc1cccc(NC(=S)N(Cc2ccc(C)cc2)Cc2ccccn2)c1	99	1	-8	-1	-3.1	-3	3	-5	2	3
Cc1ccc2c(c1)NC(c1cccs1)C1=C(CC(C)(C)CC1=O)N2 (configuration not stated)	100	3	10	0	-0.8	6	0	0	-9	-1
COc1ccc2c(c1OC)C(=O)N1C2SC(C)(C)[C@H]1C(=O)NCC(C)C (some centres not stated)	88	0	1	-11	-0.8	1	-19	-1	-6	4
Cc1cccc2cc(CN(Cc3ccc(F)cc3)Cc3nnnn3C3CCCC3)c(=O)[nH]c12	98	1	-1	10	-0.3	-1	-6	-3	-3	11
CCOC(=O)c1cnn(-c2cc(C(C)(C)C)nc3c(-c4ccccc4)c(C)nn23)c1N	75	2	3	6	0.5	0	-6	-1	3	14
CCCCN(C(=O)CSc1nnc(-c2ccc(Cl)cc2)o1)c1c(N)n(CC(C)C)c(=O)[nH]c1=O	94	-4	6	-13	-1.2	21	2	-1	-6	3
CCOc1ccc(CCNC(=O)COC(=O)c2ccc(OC)c(OC)c2OC)cc1OCC	97	4	-9	6	-1.0	1	-3	0	11	15
Cc1ccc(C(N)=Nc2ccccc2)cc1	99	-4	1	-14	-2.5	-18	6	-3	-23	17
CC1(C)Cc2c(sc3nnn(Cc4ccccc4)c(=O)c23)CO1	89	1	1	-2	-1.5	-1	-3	-3	-16	11
Cc1ccccc1Cn1ccc(NC(=O)c2cc3nc(-c4ccco4)cc(C(F)(F)F)n3n2)n1	94	2	-20	9	15*	-4	-4	4	-36	11

# Only part of the results is shown (hit frequency here may not be typical).
